Screens deposited in PubChem by several laboratories.
Siah-1 displacement – Siah-1 peptide-binding antagonists, primary screen, biochemical, fluorescence polarization, rhodamine-plectin, uHTS (AID 1817); Siah-1 / rhodamine-plectin peptide fluorescence polarization; higher % means a stronger effect; one-dose displacement, % at 20 µM; IC50 in µM for titrated hits; 290,000 compounds, 0.02% hits;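 active = displacement of at least 50% at 20 µM, with a fluorescence ratio check between 0.3 and a set limit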;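 note: plate controls were Siah plus tracer with DMSO for no effect and tracer alone without Siah for full effect; strong numbers were not always called active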
AID2073 – disruptors of CaV2.2 binding to Mint1 – biochemical, HTRF (AID 2073) | HTRF protein-protein interaction, Mint1-CaV2.2; higher % means a stronger effect | inhibition, % at 20 µM; hits with a dose series show IC50 in µM | 290,000 compounds, 0.19% hits; in the data active = inhibition mostly above about 51%, no sharp cut-off; inconclusive = no clear call, values can overlap the other calls; inactive = mostly below about 53%; note: some results filed as inactive read as strong as hits
LYP inhibition – inhibitors of LYP phosphatase, biochemical, fluorescence intensity, uHTS (AID 1779); recombinant LYP phosphatase, fluorescence intensity; higher % means a stronger effect; one-dose inhibition, % at 11.5 µM; IC50 in µM for titrated hits; 290,000 compounds, 0.054% hits;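 note: plate controls were vehicle with enzyme for no effect and no enzyme for full effect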
XIAP displacement – small molecules displacing peptide from XIAP – biochemical, IAP family, fluorescence polarization (AID 1018) | XIAP BIR domain, fluorescence polarization peptide displacement; higher % means a stronger effect | displacement, % at 20 µM; hits with a dose series show IC50 in µM | 200,000 compounds, 0.007% hits; in the data active = displacement above about 50%; note: a part of the inactive calls stands beside numbers as strong as those of hits
HIV peptide binding – cell-free HIV fusion peptide-binding blockers – biochemical, uHTS, fluorescence dequenching, primary screen (AID 1986); 290,000 compounds, 0.3% hits; inhibition, % at 20 µM; hits with a dose series show IC50 in µM; cell-free peptide binding, fluorescence dequenching, 30 min; higher % means a stronger effect; in the data active = inhibition mostly above about 52%, no sharp cut-off; inactive = mostly below about 76%; note: some results filed as inactive read as strong as hits
HEK293 NOD2/NF-kB – inhibition of NOD2-driven NF-kB reporter – cell-based, luminescence, uHTS, HEK293 (AID 1566); HEK293 NOD2/NF-kB luciferase reporter, luminescence; higher % means a stronger effect; one-dose inhibition, % at 4 µM; EC50 in µM for titrated hits; 290,000 compounds, 0.63% hits; note: many of its hits are not listed in these tables
Dengue-2 NS5 capping – Dengue-2 NS5 methyltransferase inhibitors, primary screen, biochemical, confirmation dose response (AID 588689); 340,000 compounds, 0.3% hits; one-dose inhibition, % at 25 µM; IC50 in µM for titrated hits; Dengue-2 NS5 methyltransferase capping enzyme assay, biochemical; higher % means a stronger effect; in the data active = a potency from the dose series; inconclusive = inhibition above about 29% without an active follow-up result
Myeloid diff MLP – myeloid differentiation induction; calls only at 10 µM; ER-HoxA9 myeloid progenitors, lysozyme-GFP differentiation, flow cytometry; 360,000 compounds, 1% hits;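 active = normalized GFP-positive differentiation at or above the plate's own cutoff, the solvent-only control mean plus 3 SD; inconclusive = no clear call, values can overlap the other calls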;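 note: cells exposed to compound for four days before flow analysis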
Hep lipid drop – modulators of hepatic lipid droplet formation. inhibition, % at 6.5 µM. AML12 mouse hepatocytes, oleate lipid droplets, BODIPY imaging. 240,000 compounds, 0.4% hits. AID 1656;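 active = lipid droplet intensity inhibited by at least 50%, with more than 500 cells counted; inconclusive = wells with under 300 cells, treated as cytotoxic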
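Assay system: AML12 hepatocytes (mouse); Probe or stimulus: oleic acid at 100 µM to induce lipid droplet formation; Dosing: compound at 6.5 µM only; Schedule: compound with oleate, overnight; Detection: fluorescence imaging, 20x objective, two fields per well; Measure: % inhibition of lipid droplet signal.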
Hep lipid drop cells 6.5 µM – second read-out of Hep lipid drop, no call of its own (marks repeat the call); cell count; measured here: cell count, cytotoxicity flag;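 cells counted across two imaged fields per well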
Dengue-2 NS5 capping pilot replicate – also measured in Dengue-2 NS5 capping; calls as there; inhibition, %; measured here: pilot screen replicate inhibition
Myeloid diff MLP GFP+ MAC1+ % – second read-out of Myeloid diff MLP, no call of its own (marks repeat the call); GFP+ MAC1+ double positive, %; measured here: differentiation confirmed by MAC1 staining
An asterisk follows results filed as active; i = inactive; ? = inconclusive; . = no result given; + = active, no number. Cut-off read from the data, not from the text of the source, unless noted: active = inhibition above about 50%; inactive = the rest.

SMILES	Siah-1 displacement	AID2073	LYP inhibition	XIAP displacement	HIV peptide binding	HEK293 NOD2/NF-kB	Dengue-2 NS5 capping	Myeloid diff MLP	Myeloid diff MLP GFP+ MAC1+ %	Hep lipid drop	Hep lipid drop cells 6.5 µM	others
Cc1ccccc1-n1c(SCC(=O)N(C)C2CCS(=O)(=O)C2)nc2ccccc2c1=O (centres undefined)	-2%	-21%	-7%	-2.2%	-0.5%	9%	-9%	i	0.6	-1	686
CCN(CC)CCNC(=O)CNC(=O)c1nn(-c2ccc(OC)cc2OC)c(=O)c2ccccc12	-1%	3%	0%	.	0.9%	-10%	-5%	i	0.3	.	.
COC(=O)c1ccc(CSc2nc3ccccc3c(=O)n2C)o1	12%	-16%	-7%	.	-2.4%	22%	-13%	i	0.2	12	746
CCN(CC)c1ccc(/C=N/NS(=O)(=O)c2ccc(C)c([N+](=O)[O-])c2)cc1	-2%	1%	-1%	-6.4%	-1.6%	-3%	1%	i	0.1	5	691
CC1CCc2c(C(=O)Nc3nccs3)csc2C1 (centres undefined)	6%	8%	-6%	-21%	-0.4%	-82%	1%	i	5.6	.	.
C=CCn1c(SCC(=O)Nc2ccccc2OC)nnc1-c1ccco1	3%	-3%	0%	-2.6%	2.0%	-5%	.	.	.	0	709
COc1ccc(NC(=S)NCCc2c(C)[nH]c3ccc(OC)cc23)cc1	-7%	5%	-1%	-3.3%	-1.7%	14%	-8%	i	0.4	-15	718
CS(=O)(=O)c1nc(S(=O)(=O)c2ccc(Cl)cc2)c(NCCCN2CCCC2=O)s1	1%	-1%	-11%	.	0.5%	6%	8%	i	1.0	-11	676
CCCn1c(SCC(=O)NCCc2ccccc2)nnc1-c1cccnc1	1%	0%	-6%	0.4%	-2.6%	-7%	-15%	i	0.2	.	.
Cc1cccc(-c2cnn(-c3cccc([N+](=O)[O-])c3)c2N)c1	18%	-2%	1%	-0.2%	-2.0%	-18%	-1%	i	0.1	-9	660
COC(=O)c1sc(NC(=O)c2c(F)cccc2F)c(C#N)c1C	4%	10%	0%	-3.9%	8.9%	3%	1%	i	1.6	-2	717
CC(C)Cc1nnc(NC(=O)CCC(=O)NC2CCCCCCC2)s1	1%	1%	-8%	.	0.1%	9%	7%	i	0.0	10	712
CCCN1C(=O)c2ccccc2NC1c1ccc(OC)c(CSc2ccccn2)c1 (centres undefined)	2%	1%	-7%	-11%	0.0%	3%	-6%	i	2.4	-2	658
CCOC(=O)C1(CC2CCCCO2)CCN(S(=O)(=O)c2c(C)nn(C)c2C)CC1 (centres undefined)	3%	39%	4%	-2.6%	2.9%	8%	-7%	i	0.1	-4	728
O=C(Cc1ccccc1)NC1CCN(S(=O)(=O)c2ccc(C(=O)O)cc2)CC1	-2%	24%	-12%	-9.1%	-2.4%	2%	-1%	i	1.6	.	.
COc1ccc(NS(=O)(=O)c2c(C)cc(C)cc2C)cn1	-3%	-1%	-8%	.	3.4%	22%	4%	i	2.4	-1	779
NC(=O)c1oc2ccc(Cl)cc2c1N	-2%	8%	-5%	-1.5%	-1.8%	6%	-6%	i	1.5	.	.
CN1c2ccccc2Sc2cc(N)ccc21	-1%	-8%	-7%	.	-5.3%	21%	-3%	i	1.2	5	800
Nc1cc(=O)[nH]c(SCC(=O)Nc2ccccc2-c2ccccc2)n1	-1%	-6%	-6%	-3.1%	-0.3%	0%	-5%	i	0.7	-6	693
Cc1ccc(N2CCN(S(=O)(=O)N3CCCCC3)CC2)c(C)c1	3%	3%	-7%	-3.3%	1.0%	6%	.	.	.	-3	724
CN(C(=O)COc1nnc(-c2cccs2)c(-c2cccs2)n1)c1ccccc1	2%	18%	-2%	-1.6%	-1.4%	5%	-6%	i	0.9	.	.
COc1ccc(CCNC(=O)c2nnc(CS(=O)(=O)c3ccccc3)o2)cc1OC	5%	?	-8%	.	-1.4%	-1%	1%	i	0.7	6	769
Nc1ccc(S(=O)(=O)Nc2ccc(Cl)nn2)cc1	-5%	-36%	-8%	.	2.7%	3%	3%	i	0.5	8	767
COc1ccc(CC(=O)NCc2nnc(SCC(=O)Nc3ncc(C)s3)n2C)cc1	5%	-12%	-8%	-0.2%	0.0%	26%	-3%	i	0.0	-12	666

The closing two entries of the section before are carried over, then new ones follow:
SMILES	Siah-1 displacement	AID2073	LYP inhibition	XIAP displacement	HIV peptide binding	HEK293 NOD2/NF-kB	Dengue-2 NS5 capping	Myeloid diff MLP	Myeloid diff MLP GFP+ MAC1+ %	Hep lipid drop	Hep lipid drop cells 6.5 µM	others
Nc1ccc(S(=O)(=O)Nc2ccc(Cl)nn2)cc1	-5%	-36%	-8%	.	2.7%	3%	3%	i	0.5	8	767
COc1ccc(CC(=O)NCc2nnc(SCC(=O)Nc3ncc(C)s3)n2C)cc1	5%	-12%	-8%	-0.2%	0.0%	26%	-3%	i	0.0	-12	666
COc1cccc(C(C(=O)NC2CCCC2)N(Cc2ccco2)C(=O)c2ccco2)c1OC (centres undefined)	3%	1%	-1%	-6.1%	4.6%	8%	-1%	i	1.3	-45	737
Cc1ccc(/C=C2\SC(=S)N(CCC(=O)Nc3ccc(O)cc3)C2=O)cc1	2%	38%	-9%	.	-1.7%	2%	-1%	+	17*	.	.
COC(=O)c1nnn(-c2ccc(Cl)c(Cl)c2)c1C(=O)OC	4%	3%	4%	-9.2%	-0.7%	1%	-1%	i	0.5	19	692
Cc1ccc(S(=O)(=O)/N=C(\c2ccccc2)N(C)S(=O)(=O)c2ccccc2)cc1	-3%	-9%	-4%	-8.2%	-1.4%	10%	-1%	i	0.2	-31	670
O=C(CCS(=O)(=O)Cc1ccccc1)NCC1CCCO1 (centres undefined)	2%	1%	-5%	3.0%	-2.3%	-3%	-4%	i	5.5	3	777
COc1cccc(-c2nc3ccccc3c(=O)o2)c1	0%	-5%	-4%	-2.8%	1.8%	19%	-1%	i	0.7	11	817
CCOC(=O)C1(Cc2ccccc2C(F)(F)F)CCN(C2CCN(C(C)C)CC2)CC1	13%	2%	-5%	-4.5%	0.4%	18%	1%	i	0.0	-29	697
Nc1nonc1-n1nnc(C(=O)N/N=C/c2cccc(Cl)c2)c1CSc1ccccc1	10%	1%	0%	.	3.7%	15%	.	i	0.1	.	.
Cc1ccc(N=C2SCCCN2C(=O)c2ccco2)cc1Cl	2%	-2%	-1%	-4.0%	0.0%	-12%	-1%	i	0.7	.	.
C=CCn1c(SCC(=O)c2ccc(OC)cc2)nnc1-c1cc2cccc(OC)c2o1	7%	-5%	5%	1.1%	0.0%	-8%	-3%	i	0.2	0	703
Cc1ccc(N2CC(C(=O)NC3CCC(C)CC3)CC2=O)cc1 (centres undefined)	9%	-8%	-9%	.	-0.3%	8%	-6%	i	0.8	-14	580
Cc1ccc(Cl)cc1N1CCN(S(=O)(=O)c2cccc(S(=O)(=O)N3CCCC3)c2)CC1	2%	3%	-2%	-1.8%	-3.8%	-6%	-4%	i	0.6	2	747
COc1ccc(Nc2nc(-c3ccccc3)cs2)cc1	-2%	-6%	-9%	-0.2%	-2.0%	-194%	-3%	i	5.1	4	771
CCOC(=O)c1cc(-c2cccnc2)nn1-c1ccccc1C	-3%	-6%	-5%	-3.5%	-0.8%	4%	-8%	i	2.0	-4	685
CCOC(=O)C1CCCC(NS(=O)(=O)c2ccc(NC(C)=O)cc2)C1 (centres undefined)	4%	6%	-6%	-4.7%	-2.8%	-5%	1%	i	1.9	1	764
COc1ccc(S(=O)(=O)Nc2ccc(C)cc2)cc1OC	3%	-3%	-3%	-3.9%	0.7%	1%	1%	i	0.8	-20	571	Dengue-2 NS5 capping pilot replicate=-1.2
CCOC(=O)C1C(=O)CC(C)(O)C(C(=O)OCC)C1c1ccc(OC)cc1 (centres undefined)	5%	2%	-2%	-5.5%	0.8%	-1%	4%	i	0.3	3	716
COc1ccc(/C=N/N=C2/NC(=O)C(CC(=O)O)S2)cc1OCc1ccc(Cl)cc1 (centres undefined)	3%	4%	8%	-2.2%	44%	1%	13%	i	0.4	-36	526
CCC(CC)c1nn2c(N)c(/C=C3\C(C)=Nc4ccccc43)c(=O)nc2s1	-3%	-5%	-1%	.	14%	24%	.	i	0.3	-10	687
O=[N+]([O-])c1ccc2c(c1)/C(=N\O)c1ccccc1-2	1%	6%	2%	.	-1.7%	-59%	4%	i	0.4	3	678
Cc1ccc2cccc(SCC(=O)Nc3ccc(F)cc3)c2n1	-4%	3%	-3%	.	-0.5%	8%	-6%	i	1.2	.	.
O=C(NCc1ccccc1)c1ccc(S(=O)(=O)Nc2cccc(C(F)(F)F)c2)cc1	-6%	3%	4%	.	4.9%	18%	-2%	i	0.6	-12	556
Cc1oc(-c2cccc(F)c2)nc1CN1CCCN(C(=O)c2ccco2)CC1	16%	8%	-10%	.	-0.9%	3%	-8%	i	0.3	-18	682
CC(=O)c1cccc(NC(=O)N2CCC(NC(=O)C3CCCCC3)CC2)c1	2%	8%	-4%	.	2.7%	7%	-11%	i	4.0	-5	805
O=C(O)/C(=C\c1cccc(F)c1)c1ccc(S(=O)(=O)N2CCCCC2)s1	-4%	14%	-3%	-6.1%	19%	-15%	-3%	i	0.2	-4	551
O=C(CSc1nnc(CNC(=O)c2cccs2)o1)Nc1ccc(F)cc1F	2%	3%	-12%	.	0.0%	19%	-7%	i	0.0	5	696
COc1ccc(-n2c(NC(=O)c3ccco3)c(C#N)c3nc4ccccc4nc32)cc1	0%	2%	-8%	-7.4%	-1.3%	8%	-17%	+	4.3*	.	.
CCOc1ccc(C(C)C)cc1S(=O)(=O)n1nc(C)cc1C	3%	8%	-8%	0.0%	1.6%	6%	-6%	i	1.0	-14	699
CCc1ccc(NC(=O)CSc2nnc(CNC(=O)c3c(F)cccc3Cl)o2)cc1	-2%	-3%	-6%	-2.3%	-1.9%	7%	-2%	i	0.1	-3	737
O=[N+]([O-])c1cc(-c2cnc3ccccc3n2)ccc1Oc1ccc(Cl)cc1	-1%	-1%	7%	-12%	-3.1%	11%	-1%	i	0.2	-3	597
CC(C)(C)NS(=O)(=O)c1ccc(CCC(=O)Nc2cc(Cl)ccc2Oc2ccccc2)cc1	3%	0%	6%	-2.6%	-1.1%	-13%	.	i	1.4	21	762
CCCCC1=NN2C(=N)CC(=O)N=C2S1	-7%	1%	-3%	-2.8%	7.5%	9%	-5%	i	0.7	.	.

The list is partial, so the mix of outcomes need not match the whole.
